HIV RNase H inh: HIV-1 RT RNase H inhibitors, primary screen, biochemical, fluorescence; AID 565, 2006; inhibition, % at 10 µM; RT-RNase H RNA/DNA duplex cleavage; hit rate 1.9% among 65,000; Gag-Pol polyprotein (Human immunodeficiency virus type 1 group M subtype B (isolate …; in the data active means inhibition above about 50%
RmlC RmlD mix: RmlC and RmlD coupled enzyme inhibitors, primary screen, biochemical, 384-well, compound mixtures, retest | inhibition, % at 5.5 µM | RmlC/RmlD coupled enzyme inhibition, 384-well mixture HTS | hit rate 0.39% among 110,000; in the data active means inhibition above about 30%, passing the limit was not always enough; inconclusive means no clear call, values can overlap the other calls; further: strong numbers were not always called active
Active calls of the source: *; ? = inconclusive; . = no result given. Not all compounds are listed. The share of hits here may be higher or lower than overall.

SMILES | HIV RNase H inh | RmlC RmlD mix
CCC(C)[C@@H](C(=O)Nc1ccc(OC)c(OC)c1)N1Cc2ccccc2C1=O (stereo not given in full) | 0 | 2
CCCCn1c(O)c(C(CC)=NCCN2CCCCC2)c(=O)[nH]c1=O | -8 | -9
COc1cccc(-c2nn(C)c3sc(C(=O)NCc4ccc(C)cc4)cc23)c1 | . | 0
NC1=NC2(CCCCC2)N(c2cccc(Cl)c2)C(N)=N1 | . | -81
COc1ccc(-c2n[nH]c(=S)n2C2CCCCC2)cc1 | -2 | 7
COc1ccc(-c2nnc3ccc(SC)nn23)cc1 | -59 | -6
CCOC(=O)CSc1nc2sccc2c(=O)[nH]1 | . | -3
CCS(=O)(=O)Nc1cc(-c2nc3cccnc3s2)ccc1C | 2 | -12
Cc1cc(NC(=O)C(C)Oc2ccc(Cl)cc2Cl)n(-c2ccccc2)n1 (stereo not given) | . | 6
CCCOc1ccc(N2CC(C(=O)Nc3ccccc3OC)CC2=O)cc1 (stereo not given) | 20 | -7
CC1=C(C(=O)N2CCOCC2)C(c2cc(C)cs2)NC(=O)N1 (stereo not given) | 4 | 6
CCOC(=O)C1=C(c2ccccc2)N=C2SCC(=O)N2C1c1ccc(OCC)c(OCC)c1 (stereo not given) | . | 8
O=C(N(c1ccccc1)c1ccccc1)n1ccnc1 | -7 | 3
COCCCNS(=O)(=O)c1ccc2c3c(cccc13)C(=O)S2 | -32 | -49
O=C(C1CC1)N1CCN(c2nc3ccccc3s2)CC1 | -7 | 4
CC(C)OC(=O)[C@H]1[C@H](c2ccc(Cl)cc2)[C@@](C#N)(C(N)=O)[C@@H]2C=CC(C(N)=O)=CN21 | 14 | 7
COc1ccc(C2Nc3ccccc3C(=O)N2O)cc1OC (stereo not given) | -2 | .
CC1=C(C(=O)Nc2ccc(C)cc2C)C(c2ccc(C)o2)NC(=O)N1 (stereo not given) | . | -11
CC(C)CN(CCNC(=O)CC1Oc2ccccc2NC1=O)CC(C)C (stereo not given) | -1 | 7
Cc1[nH]n(-c2ccccc2)c(=O)c1C(c1ccc(O)c([N+](=O)[O-])c1)c1c(C)[nH]n(-c2ccccc2)c1=O | . | -4
Cc1ccc(-c2nn[nH]n2)o1 | 4 | -7
Cc1ccc(-c2nnc(N(C)C(=O)c3cccnc3)s2)cn1 | -46 | -9
Cc1ccccc1CN1CCN(CC(=O)NCc2ccccc2)C1=O | -1 | -5
COC(=O)c1c(C(=O)OC)c(-c2ccc(Cl)c(Cl)c2)n2c1CCC2 | . | 5
C=CCn1nnnc1SCC(=O)Nc1cccc(OC)c1 | 0 | -4
CCOC(=O)CNc1nnc(SCC(=O)OCC)[nH]c1=O | 36 | 4
CCOc1cc(NC(=S)Nc2ccccc2)c(OCC)cc1NC(=O)c1ccccc1 | . | ?
Cn1cc(S(=O)(=O)Nc2ccc(Br)cc2F)c(=O)n(C)c1=O | -8 | 12
O=C(O)C1CCN(Cc2cnn(-c3ccccc3)c2-n2cccc2)CC1 | 16 | -12
COC1=C(OC)C(=O)C(CCCCCCCCCCO)=C(C)C1=O | . | -13
CN(C)c1nc(N)nc(N(c2ccccc2)c2ccccc2)n1 | -4 | 1
Cc1ccc(NC(=O)NCCN2C(=O)C3C4C=CC(C4)C3C2=O)cc1 (stereo not given) | -6 | -4
Cc1ccccc1N1CC(c2nc3ccccc3[nH]2)CC1=O (stereo not given) | -1 | -2
CCN(Cc1ccccc1)C(c1cc2cc(C)ccc2[nH]c1=O)c1nnnn1CCOC (stereo not given) | 0 | 7
O=S(=O)(c1cnc[nH]1)N1CCN(c2ccc(Cl)cc2)CC1 | . | -13
CCC(C)(C)C1CCC2(CC1)NC(=O)N(CC(=O)Nc1nc(-c3ccc(C)cc3)cs1)C2=O (stereo not given) | . | -12

A second format for part of the listing above.
Results follow in this order: HIV RNase H inh | RmlC RmlD mix
O=C(O)C1CCN(Cc2cnn(-c3ccccc3)c2-n2cccc2)CC1
  16 | -12
COC1=C(OC)C(=O)C(CCCCCCCCCCO)=C(C)C1=O
  . | -13
CN(C)c1nc(N)nc(N(c2ccccc2)c2ccccc2)n1
  -4 | 1
Cc1ccc(NC(=O)NCCN2C(=O)C3C4C=CC(C4)C3C2=O)cc1 (stereo not given)
  -6 | -4
Cc1ccccc1N1CC(c2nc3ccccc3[nH]2)CC1=O (stereo not given)
  -1 | -2

Next part.
SMILES | HIV RNase H inh | RmlC RmlD mix
O=C(Cc1ccccc1)N1CCN(C(=O)c2ccco2)CC1 | . | -8
CC(C)OCC(O)CS(=O)Cc1ccccc1 (stereo not given) | . | -2
COC(=O)CSc1nnc(-c2ccco2)o1 | -21 | -11
O=C(Nc1cccc(F)c1)c1cccnc1N1CCOCC1 | -29 | 5
COc1ccc(NC(=O)CSc2nc(NS(=O)(=O)c3ccc(C)cc3)cc(=O)[nH]2)cc1 | . | 35
COc1cc(NC(=O)c2cccs2)cc(OC)c1 | -14 | 2
CN(CC(=O)N1CCc2[nH]c3ccc(F)cc3c2C1)CC1OCCO1 | . | 5
CCCCCCC(=O)Nc1c(O)c2ccccc2[nH]c1=O | -59 | 2
Cc1ccc(C2(C(F)(F)F)NC(=O)N3CCN=C3S2)cc1 (stereo not given) | -7 | 3
Cc1onc(-c2c(Cl)cccc2Cl)c1C(=O)N1CCCc2ccccc21 | . | -3
COc1ccc(C)cc1S(=O)(=O)Nc1ccccc1 | . | 1
CCOc1ccc2[nH]c3c(N4CCN(c5ccccn5)CC4)ncnc3c2c1 | -18 | 6
CCCS(=O)(=O)N1CCCC(C(=O)NCC2CCCO2)C1 (stereo not given) | -22 | 3
CCc1cc(C(=O)NCCN(C)C)cs1 | -6 | 2
CCOC(=O)c1ccc(NC(=O)CSc2nnc(CNc3ccc(OC)cc3)n2C)cc1 | 9 | 9
C[C@H](NC(=O)CCC1CCC(=O)N1)c1ccccc1 (stereo not given in full) | . | -16
COc1ccc2sc3ccccc3c(=O)c2c1 | . | -22
O=C(c1ccccc1)c1ccccc1C(=O)N1CCCC1 | 1 | 5
COc1cc(NC(=O)c2ccco2)c(OC)cc1NC(=O)Nc1ccc(Cl)cc1 | 27 | -20
COc1cc(NC(=O)c2ccc3c(c2)OCO3)ccc1NC(=O)c1ccco1 | . | -2
Cc1onc(-c2ccccc2Cl)c1C(=O)NCCN1Cc2ccccc2C1=O | -25 | -4
Cc1ccc(C(=O)NCCCC(=O)O)o1 | -5 | 12
O=C(CNC(=O)c1cccs1)OCC(=O)c1ccc2ccccc2c1 | . | -16
O=C(Nc1cccc(F)c1)C1CCN(c2nnnn2-c2ccccc2)CC1 | -2 | -9
N/C(COc1cccc(C(F)(F)F)c1)=N\NC(=O)c1cccnc1Oc1ccccc1 | . | -12
Clc1cccc(/C=N/Nc2nnc(Cl)c3ccccc23)c1 | . | 5
Cc1oc(-c2cccc(Cl)c2)nc1CN1CCC(C(=O)NCCCN2CCCC2=O)CC1 | -8 | -61
CC(=O)N1CCc2cc(S(=O)(=O)NCCC(=O)N3CCN(c4ccccn4)CC3)ccc21 | 3 | 112
COc1ccc(/C=N/n2c(C)nnc2C)c(OC)c1 | -7 | 14
CCOC(=O)COc1ccc2c(c1)C(=O)CC1(CCN(C(C)=O)CC1)O2 | -9 | 13
COc1ccc(NS(=O)(=O)c2ccc(S(=O)(=O)N3CCCC3)cc2)cc1Cl | . | 15
CCCS(=O)(=O)N1CCC(C(=O)N2CCc3ccccc3C2)CC1 | -22 | .
CCN1CCN(Cc2ccc(NC(=O)c3ccc(C)c(NC(=O)c4c[nH]c5cc(C(F)(F)F)ccc5c4=O)c3)cc2C(F)(F)F)CC1 | . | 4
C=CCn1c(SCC(=O)Nc2cccc(C)c2)nnc1-c1cnccn1 | -15 | 3
CC(C)[C@@H](C(=O)N1CCNCC1)n1cc(CCO)nn1 | . | -12
C[C@]1(C(=O)NCc2cc(F)cc(C(F)(F)F)c2)C=C[C@@H](Cc2ccccc2)N1C(=O)c1ccccc1 | . | 9

Retrieved by structure from the list above (2):
SMILES | HIV RNase H inh | RmlC RmlD mix
CCCS(=O)(=O)N1CCC(C(=O)N2CCc3ccccc3C2)CC1 | -22 | .
CCOC(=O)COc1ccc2c(c1)C(=O)CC1(CCN(C(C)=O)CC1)O2 | -9 | 13

Copied from the list:
RmlC RmlD mix with CCOC(=O)COc1ccc2c(c1)C(=O)CC1(CCN(C(C)=O)CC1)O2 is entered as 13
RmlC RmlD mix with CCN1CCN(Cc2ccc(NC(=O)c3ccc(C)c(NC(=O)c4c[nH]c5cc(C(F)(F)F)ccc5c4=O)c3)cc2C(F)(F)F)CC1 is entered as 4
RmlC RmlD mix with CC(C)[C@@H](C(=O)N1CCNCC1)n1cc(CCO)nn1 is entered as -12
RmlC RmlD mix with CC(=O)N1CCc2cc(S(=O)(=O)NCCC(=O)N3CCN(c4ccccn4)CC3)ccc21 is entered as 112
RmlC RmlD mix with Clc1cccc(/C=N/Nc2nnc(Cl)c3ccccc23)c1 is entered as 5
RmlC RmlD mix with N/C(COc1cccc(C(F)(F)F)c1)=N\NC(=O)c1cccnc1Oc1ccccc1 is entered as -12
RmlC RmlD mix with COc1ccc(/C=N/n2c(C)nnc2C)c(OC)c1 is entered as 14

(list continues)
SMILES | HIV RNase H inh | RmlC RmlD mix
COc1ccccc1C1CC(c2c(-c3ccccc3)c3cc(Cl)ccc3[nH]c2=O)=NN1S(C)(=O)=O (stereo not given) | . | 23
COC(=O)c1cc2occc2n1CC(=O)Nc1ccc(OC)c(OC)c1 | 0 | -16
O=C(Nc1ccc(Cl)cc1)C1CC2CCCC(C1)C2=O (stereo not given) | -7 | -8
O=C(OCCCCN1C(=O)c2ccccc2C1=O)c1ccc(Br)o1 | -53 | 2
CCN(CCNc1ccc(Cl)cc1[N+](=O)[O-])C(=O)c1cc([N+](=O)[O-])c(N(C)C)cc1OC | . | 8
O=C1CC(c2ccccc2)Cc2nc(N3CCc4ccccc43)ncc21 (stereo not given) | 78* | -2
CN1CCCc2cc(C#N)c(=O)[nH]c21 | -1 | 48*
c1ccc(-n2nnnc2NC2CCCCCC2)cc1 | . | 4
CS(=O)(=O)c1nc2ccccc2n1Cc1ccccc1 | . | -11
COC(=O)c1ccc(C(=O)OC)c(NS(=O)(=O)c2ccc(NC(C)=O)cc2)c1 | -3 | -2
CC(C)c1nnc(NC(=O)c2cnccn2)s1 | -10 | -11
COCCn1c(-c2ccc(OC)c(OC)c2)nc2ccccc21 | -19 | -265
CCOc1ccc(S(=O)(=O)Nc2nc3ccccc3nc2N2CCN(C)CC2)cc1 | 4 | 18
CC(=O)Nc1ccc(C(=O)CSc2ncn(-c3ccccc3)n2)cc1 | -3 | ?
Cc1ccc(S(=O)(=O)c2c(N)n(NC(=O)c3ccco3)c3nc4ccccc4nc23)cc1 | -3 | 17
CC(C)(C)c1nn(-c2ccccc2)c2[nH]c(=O)c(CNCc3ccc4c(c3)OCO4)cc12 | . | -1
CCOC(=O)c1ccc2[nH]c3c(c2c1)CCCC3C(=O)OCC (stereo not given) | . | -1
COc1cccc(N2CCN(C3OC(=O)c4ccccc43)CC2)c1 (stereo not given) | 2 | 2
CCOC(=O)N1CCN(C(=O)C2CCCN(Cc3nc(-c4ccc(Cl)cc4)oc3C)C2)CC1 (stereo not given) | -1 | .
Cc1nc2nc(C)c(CCC(=O)NCCCN3CCN(c4cccc(Cl)c4)CC3)c(C)n2n1 | -11 | .
COc1ccc2c(c1OC)C(=O)OC2c1c(O)nc(SC)n(-c2ccccc2)c1=O (stereo not given) | -4 | -7
O=C(NN=C1CCCCCCC1)c1ccccn1 | . | 9
O=C(Nc1ccccc1C(=O)OCc1nnc(-c2ccccc2)o1)c1ccco1 | -17 | 12
CCc1nnc(NS(=O)(=O)c2ccc(N=Cc3c(C)[nH]n(-c4ccc(C)cc4)c3=O)cc2)s1 | . | 6
CCOCCCNc1ccc(-c2ccccc2)nn1 | -6 | 56
COc1ccc(-n2c(SCC(=O)Nc3cc(C)on3)nc3c(c2=O)SCC3)cc1 | -12 | -6
CN1CCN(c2nc3c(c(=O)[nH]c(=O)n3C)n2CCOc2ccccc2)CC1 | -14 | -39
CCOC(=O)c1ccc(-n2c(C)nc3c(cnn3-c3ccccc3Cl)c2=O)cc1 | . | -9
Cc1ccccc1NC(=O)C1CCC(C)(C(=O)O)C1(C)C (stereo not given) | -1 | -13
CC(=O)Nc1nonc1NC(=O)CSC1=NCCS1 | 6 | .
CCOc1ccc(NC(=O)CCn2cccc2)cc1 | -4 | -6
COc1ccc(/C=C2/SC(=S)N(CCC(=O)O)C2=O)cc1 | . | -9
Cc1oc(-c2ccccc2)nc1CC(=O)O | . | -7
Cc1ccccc1C(=O)NC(=S)NCC(=O)c1ccccc1 | . | -9
COC(=O)CSc1nc(C)cc(Oc2ccccc2)n1 | -37 | 4
Cc1ccc(CC2CC(=O)N(c3ccc4c(c3)OCCO4)C2=O)cc1 (stereo not given) | 3 | 9
O=c1c2cc(N3CCOCC3)ccc2[nH]c(=S)n1Cc1ccccn1 | -2 | 14
Clc1ccc(-c2noc(CSc3nnc(-c4ccncc4)n3-c3ccccc3)n2)cc1 | . | 13
CCN(CC)CCC(c1cc(OC)c(OC)c(OC)c1)c1c(OC)cc(OC)c2ccc(=O)oc12 (stereo not given) | . | -5
CCCCCC(=O)N/N=C(\C)c1ccc(Cl)cc1 | . | -1
O=C(O)c1nsc(Cl)c1Cl | -8 | -8
CNc1ccccc1C(=O)OC | . | -138
CCOC(=O)C(NC(=O)Nc1ccccc1)(OCC)C(F)(F)F (stereo not given) | -1 | 3

Record cards (already shown). Order of screens: HIV RNase H inh | RmlC RmlD mix
Profile of COC(=O)CSc1nnc(-c2ccco2)o1 → -21 | -11
Profile of COc1ccc(NS(=O)(=O)c2ccc(S(=O)(=O)N3CCCC3)cc2)cc1Cl → . | 15
Profile of CCc1nnc(NS(=O)(=O)c2ccc(N=Cc3c(C)[nH]n(-c4ccc(C)cc4)c3=O)cc2)s1 → . | 6
Profile of COc1ccc(/C=N/n2c(C)nnc2C)c(OC)c1 → -7 | 14
Profile of CCc1cc(C(=O)NCCN(C)C)cs1 → -6 | 2
